Source: PubChem (several laboratories)
DSG3 Ab inh – inhibitors of pemphigus antibody binding to DSG3, primary screen, biochemical, bead-based, flow cytometry, scFv-GFP. Desmoglein-3 (Homo sapiens), P32926. DSG3-coupled beads, scFv-anti-DSG3-GFP binding; stronger effect = lower value. binding (percent of control), % at 10 µM. 310,000 tested, 0.48% active;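 active = binding more than 3 SD below its plate's average and above zero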;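 note: hits lower antibody fragment binding to DSG3; some compounds called inactive have numbers as strong as hits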
PKA-R2B act – activators of PKA-R2B holoenzyme, primary screen, biochemical, fluorescence polarization, Cy5-IP20, human. 340,000 tested, 0.079% active. cAMP-dependent protein kinase catalytic subunit beta (Homo sapiens) + cAMP-dependent …. PKA-R2B holoenzyme dissociation; R2B truncated from residue 108, S112A mutant; 0% DMSO only, 100% 113 µM cGMP. AID 504700, 2011. activation, % at 11.4 µM;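 active = activation above a cutoff set at the mean over all compounds plus 3 SD, cut at about 18% in these data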;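 note: higher means more holoenzyme dissociation and a rise in polarization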
OPRM1-OPRD1 inv – inverse agonists of MOR-DOR heterodimerization, primary screen, cell-based, luminescence | 340,000 tested, 0.21% active | cell-based MOR-DOR heterodimer luminescence, inverse agonism | Mu-type opioid receptor (Homo sapiens) + Delta-type opioid receptor (Homo sapiens), … | inhibition, % at 9.3 µM; in the data active = inhibition above about 22%, passing the limit was not always enough;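 note: 0% = cells with DMSO and 100% = wells without cells with DMSO; values of inactives mirror those of a sister screen read the other way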
HTR5A ag – HTR5A agonists in luminescence cell assay, primary screen, counter-screen for OPRM1-OPRD1 heterodimer agonist project, full-deck HTS | 340,000 tested, 0.61% active | AID 504692, 2011 | 5-hydroxytryptamine receptor 5A (Homo sapiens), P47898 | cell-based | activation, % at 9.3 µM; in the data active = activation mostly above about 9.5%, no sharp cut-off; inactive = mostly below about 7.6%;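 note: 0% = cells with vehicle only and 100% = reference agonist; strong numbers were not always called active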
Target sequence (P47898 whole entry, looked up): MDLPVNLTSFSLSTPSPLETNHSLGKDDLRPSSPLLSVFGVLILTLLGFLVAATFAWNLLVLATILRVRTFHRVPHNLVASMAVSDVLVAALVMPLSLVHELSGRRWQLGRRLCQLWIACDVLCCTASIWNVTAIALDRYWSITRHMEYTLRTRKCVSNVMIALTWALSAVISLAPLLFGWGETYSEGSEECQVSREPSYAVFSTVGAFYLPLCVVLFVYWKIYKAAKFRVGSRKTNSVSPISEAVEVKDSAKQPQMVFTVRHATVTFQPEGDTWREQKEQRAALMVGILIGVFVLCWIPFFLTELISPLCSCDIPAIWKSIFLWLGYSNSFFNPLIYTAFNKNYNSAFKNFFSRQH
PKA-R1A activ – activators of PKA-R1A holoenzyme, primary screen, biochemical, fluorescence polarization, Cy5-IP20, bovine R1A, mouse PKAc | AID 504707, 2011 | cAMP-dependent protein kinase type I-alpha regulatory subunit (Bos taurus) + … | activation, % at 11.4 µM | 340,000 tested, 0.083% active | PKA-R1A dissociation; scaled: DMSO 0%, 113 µM cGMP 100%;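 active = percent activation above the mean of all tested compounds plus 3 SD, cut at about 19% in these data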;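 note: higher means more PKAc released from R1A so a rise in polarization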
V-ATPase pHluor – regulators of yeast V-ATPase proton pumping, primary screen, pHLuorin cytosolic pH fluorescence; S. cerevisiae; 350,000 tested, 0.37% active; response, % at 10 µM; in the data active = response mostly above about 7.3%, no sharp cut-off; inactive = mostly below about 5.4%; note: actives read high; inactives centre near 0; some compounds called inactive have numbers as strong as hits; reference of the scale not given here
MOR-DOR ag – agonists of OPRM1-OPRD1 heterodimerization, primary screen, cell-based, luminescence; cells; activation, % at 9.3 µM; 340,000 tested, 0.3% active; in the data active = activation above about 18%;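 note: 0% = vehicle-treated cells and 100% = reference agonist; values of inactives mirror those of a sister screen read the other way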
Arr AP2 block – inhibitors of beta-arrestin/AP2 binding, primary screen, biochemical, GPCR trafficking, flow cytometry. beta-arrestin 1 C-terminal peptide binding to AP2 beta2-adaptin appendage (human). FITC-arrestin peptide / GST-AP2 beads; AP2 beta2 appendage carries R879A mutation. inhibition, % at 10 µM. 340,000 tested, 0.31% active;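 active = inhibition above a set limit, near 3 SD of compounds lacking own fluorescence, cut at about 54% in these data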;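 note: plate controls were DMSO wells for no effect and 5 µM unlabelled arrestin peptide for full effect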
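Material – AP2 appendage R879A on GSH beads · Buffer or medium – PBS with 0.05% Tween 20 and 0.1% BSA · Probe or stimulus – fluorescein-tagged arrestin peptide at 50 nM final · Incubation – compound with beads 12 min RT, then probe 1 h RT · Detection – high-throughput flow cytometry of beads, ex 488, em 535 nm · Evaluation – percent response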
HTR5A inv ag – HTR5A inverse agonists in luminescence cell assay, primary screen, counter-screen for OPRM1-OPRD1 heterodimer inverse agonist project, full-deck HTS | 5-hydroxytryptamine receptor 5A (Homo sapiens), P47898 | HTR5A cell line, inverse agonism | inhibition, % at 9.3 µM | 340,000 tested, 0.083% active | AID 504634, 2011; in the data active = inhibition mostly above about 23%, no sharp cut-off; inactive = mostly below about 18%;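 note: 0% = cells with DMSO and 100% = no-cell wells with DMSO; some compounds called inactive have numbers as strong as hits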
DAGLB inhibitor – DAGLB lipase inhibitors, primary screen, biochemical, fluorescence, HTS; inhibition, % at 5.17 µM; HEK293T DAGLB membrane lysate, EnzChek fluorogenic substrate; 340,000 tested, 0.059% active; in the data active = inhibition above about 34%;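 note: 0% = enzyme with vehicle and 100% = wells lacking enzyme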
Target sequence (Q8NCG7 whole entry, looked up): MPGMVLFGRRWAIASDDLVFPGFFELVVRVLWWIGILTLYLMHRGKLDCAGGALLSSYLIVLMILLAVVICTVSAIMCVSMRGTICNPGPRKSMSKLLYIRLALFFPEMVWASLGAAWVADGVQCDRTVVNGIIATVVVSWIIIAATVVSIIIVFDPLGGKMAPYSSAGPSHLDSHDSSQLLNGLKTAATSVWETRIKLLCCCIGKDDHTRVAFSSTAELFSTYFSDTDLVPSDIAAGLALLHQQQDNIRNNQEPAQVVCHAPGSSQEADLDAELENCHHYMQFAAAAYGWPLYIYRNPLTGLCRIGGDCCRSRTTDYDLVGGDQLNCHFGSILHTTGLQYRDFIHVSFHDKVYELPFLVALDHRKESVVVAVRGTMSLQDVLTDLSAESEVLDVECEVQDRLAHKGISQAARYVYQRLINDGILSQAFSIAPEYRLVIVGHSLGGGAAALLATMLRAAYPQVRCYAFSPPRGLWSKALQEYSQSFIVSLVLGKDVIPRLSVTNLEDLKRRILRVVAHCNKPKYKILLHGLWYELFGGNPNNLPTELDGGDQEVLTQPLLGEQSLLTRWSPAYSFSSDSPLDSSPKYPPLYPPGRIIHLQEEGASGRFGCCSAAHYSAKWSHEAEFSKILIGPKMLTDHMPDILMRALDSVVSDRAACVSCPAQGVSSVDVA
Numbers without * were called inactive; . = no result given.

nr	SMILES	MOR-DOR ag	HTR5A inv ag	V-ATPase pHluor	HTR5A ag	PKA-R1A activ	PKA-R2B act	OPRM1-OPRD1 inv	DAGLB inhibitor	Arr AP2 block	DSG3 Ab inh
1	NNC(=O)c1cc(-c2cccs2)nc2ccccc12	-0.3	5	-102	-1	-10	-6	2	-3	-2	89
2	CN(C)c1ccc(S(=O)(=O)NCC(=O)N2CCN(S(=O)(=O)c3cccc(F)c3)CC2)cc1[N+](=O)[O-]	-1.1	-14	-3	-2	6	-2	4	3	-6	104
3	NCCCCCC(=O)N/N=C/c1coc2ccccc2c1=O	-2.5	14	2	-5	-4	3	13	3	9	111
4	COC(=O)c1cc(S(=O)(=O)N2CCC(C)CC2)cn1C	-2.1	14	-2	1	-6	-8	11	-5	2	108
5	CCOc1ccccc1NC(=O)c1ccc(NC(=O)C2CCCO2)cc1 (configuration not stated)	-0.8	-15	-1	1	-1	-19	5	1	20	94
6	Cc1ccc(NC(=O)CCCCCCCCCCC2COCCO2)c(C)c1 (configuration not stated)	-2.3	2	-2	4	-2	-2	13	-1	-20	.
7	CC(NC(=O)CN1CCCC1)c1ccccc1 (configuration not stated)	0.7	-34	0	9	14	9	-3	-2	29	115
8	c1ccc(CSc2nc3ccccc3[nH]2)cc1	-2.3	-4	-2	2	-2	-12	12	2	40	82
9	CC(=O)c1ccc(OC(=O)C2CC(=O)N(c3cccc(C)c3)C2)cc1 (configuration not stated)	0.0	15	2	-3	8	-11	0	0	32	97
10	COc1cc(C2NC(=O)N(C)C(C)=C2C(=O)OCc2ccccc2)cc(Br)c1O (configuration not stated)	-1.8	-6	-2	2	-7	6	8	0	-2	99
11	O=C(Nc1ccc(C2CC2(Cl)Cl)cc1)c1cccc([N+](=O)[O-])c1 (configuration not stated)	2.3	-8	0	2	-10	1	-11	-7	11	103
12	COc1ccc(-n2nc(C(=O)NCC(=O)Nc3cc(OC)ccc3OC)c3ccccc3c2=O)cc1	0.8	1	1	0	5	-2	-6	1	42	114
13	CCOC(=O)CSCc1csc(CC(=O)Nc2ccccc2C)n1	-0.8	6	-4	-2	-10	0	4	1	30	102
14	O=C(COC(=O)/C=C/c1ccc(S(=O)(=O)N2CCOCC2)cc1)NC1CCCCCCC1	1.6	5	4	2	-16	-13	-9	2	-11	101
15	N/C(=N\OC(=O)c1ccccc1Cl)c1ccncc1	3.2	-14	2	-5	-4	-6	-17	-4	8	131
16	CC1=CC2=NC(=O)C(c3ccccc3)C(=O)N2C=C1 (configuration not stated)	-2.2	2	2	-1	2	9	11	1	-7	97
17	CCC(=O)N1CCN(c2ccc(Cl)cc2NC(=O)Cc2ccccc2)CC1	-1.6	6	-2	-2	-4	-5	9	-1	-5	109
18	COc1ccc(NC(=O)C2=CC(c3ccco3)=NS(=O)(=O)N2C)cc1	-1.1	4	-2	-2	-1	5	6	4	15	108
19	Cc1ccn2c(=O)nc(SCC(=O)c3ccc(Cl)cc3)nc2c1	-1.3	12	4	-4	-1	-7	8	0	-3	98
20	CC(=O)c1ccccc1NC(=O)COC(=O)CN1C(=O)C2CCCCC2C1=O (configuration not stated)	-0.2	-11	0	4	-15	-1	1	1	-1	102
21	CC1CCCC(NC(=O)c2n[nH]c(=O)c3ccccc23)C1C (configuration not stated)	-1.2	-15	4	1	-7	-8	7	-2	-3	105
22	COc1cc2ncnc(NCc3ccc4c(c3)OCO4)c2cc1OC	1.2	-2	0	1	-16	3	-6	1	-12	99
23	COc1ccc(S(=O)(=O)NNC(=O)C2Cc3c(ccc4ccccc34)O2)cc1 (configuration not stated)	-1.0	-10	-1	0	-7	8	6	2	-2	107
24	Cc1ccc(C)c(NC(=O)CSc2ccc(-c3ccco3)nn2)c1	-1.2	14	-4	-5	-5	-4	6	-2	15	117
25	Cc1ccc(S(=O)(=O)NCCCN2CCOCC2)c(C)c1	-1.0	-8	0	3	0	7	6	-2	3	138
26	O=C(Nc1ccccn1)c1ccc(Br)c(S(=O)(=O)N2CCCCC2)c1	-2.0	-14	6	7	-4	-3	11	1	9	118
27	COCC1CCN(C(=O)c2cc(COc3cncc(Cl)c3)on2)C1 (configuration not stated)	-3.2	-1	-2	0	-6	2	16	0	9	.
28	O=C(CSc1nnc(-c2ccco2)o1)c1ccccc1	0.1	-4	-3	2	1	6	0	0	7	99
29	COc1ccc(CCC(=O)Nc2ccc(N3CCOCC3)c(S(=O)(=O)Nc3ccc(OC)cc3)c2)cc1	-3.4	-11	1	0	-16	-6	14	0	0	97
30	Cc1ccc(C)c(NCCC#N)c1	-3.4	-5	-4	0	13	3	18	1	-3	106

Individual results from the list:
Value for CCOC(=O)CSCc1csc(CC(=O)Nc2ccccc2C)n1 in MOR-DOR ag: -0.8
Value for COCC1CCN(C(=O)c2cc(COc3cncc(Cl)c3)on2)C1 (configuration not stated) in Arr AP2 block: 9

Next part:
nr	SMILES	MOR-DOR ag	HTR5A inv ag	V-ATPase pHluor	HTR5A ag	PKA-R1A activ	PKA-R2B act	OPRM1-OPRD1 inv	DAGLB inhibitor	Arr AP2 block	DSG3 Ab inh
31	O/N=C/c1ccccc1Oc1ccc(Cl)cc1	5.8	19	5	0	0	-4	-30	0	23	102
32	Cc1ccc([N+](=O)[O-])cc1N1C(=O)CS/C1=N\NC(=O)c1cccnc1	-0.3	19	1	-2	-4	-4	2	0	11	111
33	COC(=O)c1ccccc1NC(=O)c1cc2sccc2n1C	4.5	-14	2	3	8	-7	-24	-4	8	97
34	Cc1csc(C(C#N)C(=O)c2ccncc2)n1 (configuration not stated)	-3.5	-8	1	3	-8	2	17	1	28	98
35	Cc1ccc(OCC(=O)Nc2ccc3c(c2)nc(CCN2CCC(C)CC2)n3C)cc1	-2.3	-15	-1	10	-10	-3	12	1	22	99
36	COc1ccc(C(=O)N/C(=C\c2cccc3ccccc23)C(=O)N2CCN(C)CC2)cc1OC	-2.6	-11	-3	4	-9	1	13	0	0	122
37	CCN(CC)C(=O)c1sc2c(c1C)c(=O)n(-c1ccc(OC)cc1OC)c(=O)n2CC(=O)c1ccccc1	-3.0	5	-1	-2	-6	-3	14	-1	-5	97
38	O=C(c1ccc(N2CCN(S(=O)(=O)c3ccccc3)CC2)c([N+](=O)[O-])c1)N1CCOCC1	-1.7	18	-3	4	-11	-22	9	3	0	106
39	COc1ccc(Nc2nc(-c3ccc(OC)cc3)c(CCC(=O)O)s2)cc1	-2.4	-16	-1	-4	-15	-11	13	5	0	100
40	COc1ccccc1/C=C/c1nc2ccc(OC(C)=O)cc2c(=O)o1	-0.8	-4	0	-1	6	1	4	-2	13	94
41	Cc1ccc(/C=N\NC(=O)c2csnn2)cc1	-4.2	2	5	-1	-20	-5	18	2	-14	107
42	COc1ccc(/C=C2/C(=O)ON=C2C)cc1Cl	-0.7	21	7	-6	4	3	3	1	6	122
43	O=C(Nc1ccc(Br)c2cccnc12)c1ccc(Cn2cc([N+](=O)[O-])cn2)o1	-2.7	-6	5	2	-2	-1	14	4	-7	103
44	N=C1S/C(=C\c2ccccc2F)C(=O)N1c1ccc(F)cc1	-0.6	15	-5	-6	-4	3	4	0	9	88
45	Cc1cccc(C)c1NC(=O)C(C)N1CCCCC1 (configuration not stated)	-2.7	13	0	-5	6	6	13	1	7	.
46	CC1SC(c2cccc(Cl)c2)NC1=O (configuration not stated)	-0.1	-16	0	6	5	6	0	-1	6	101
47	CSCC[C@H](NC(=O)C1CCN(S(=O)(=O)c2ccc(C)cc2)CC1)C(=O)NCC1CCCO1 (some centres not stated)	-3.6	-2	1	1	-1	-7	18	-2	5	.
48	O=C(CCc1ccccc1)NNC(=O)Nc1cccc(Cl)c1	-1.3	6	5	7	-8	3	7	-1	0	.
49	COc1cc2sc3ccc(-c4ccc5[nH]ccc5c4)cc3c(=O)c2cc1OC	6.1	-24	2	5	-1	1	-28	2	-1	98
50	CCS(=O)(=O)N1CCN(c2ccccc2F)CC1	-2.2	-3	3	1	-2	1	13	-3	-17	.
51	C/C(=N/NC(=O)c1ccc(C)s1)c1cccc(NC(=O)COc2ccc(Cl)cc2C)c1	-1.2	-18	-3	-2	-1	-6	7	1	16	102
52	COc1ccc(NC(=O)CSc2n[nH]c(-c3ccco3)n2)cc1	0.4	9	5	-3	1	6	-2	0	-15	110
53	COC(=O)CSc1nnc(CNC(=O)c2ccc(S(=O)(=O)N(C)C)cc2)n1C	-0.8	2	3	3	-7	-3	5	-2	5	98
54	c1ccc2c(Oc3ccc4c(c3)OCO4)nncc2c1	-3.2	31	-4	-11	-3	0	18	-1	-5	101
55	CCC1CCCCN1CCCNC(=O)CCCOc1cc(=O)n(C)c2ccccc12 (configuration not stated)	-3.2	-6	-4	0	9	4	16	-2	-1	84
56	Cc1cc(S(=O)(=O)N2CCN(c3ccccn3)CC2)ccc1F	-3.0	-6	-4	2	-4	-4	16	-1	-7	111
57	CCc1cc(Br)ccc1N1C(=O)C2CC=CCC2C1=O (configuration not stated)	-2.1	-19	-3	8	-11	3	10	-3	10	98
58	CN(CC1CCOCC1)C(=O)CC1C(=O)NCCN1Cc1ccc(-c2ccccc2)cc1 (configuration not stated)	-3.0	-15	-1	6	1	-6	15	0	-9	87
59	O=C(Cc1ccccc1)NNc1ccc2ccccc2c1	-6.2	16	0	1	-7	-8	33*	-10	43	97
60	O=C(/C=C(\O)c1ccccc1)C(=O)NNC(=O)c1ccccc1	-3.4	-4	-1	1	0	-6	16	5	-10	97
61	COc1cc(/C=C/C(=O)OCC(=O)Nc2ccc(S(=O)(=O)N3CCCC3)cc2)ccc1O	-0.8	16	-2	-4	-3	2	4	0	11	90
62	Cc1ccc(C)c(N2C(=O)CC(Cc3ccc(Cl)cc3)C2=O)c1 (configuration not stated)	0.3	-10	0	3	1	-4	-2	-2	26	118
63	CC(C)c1ccc(S(=O)(=O)N2CCN(C(=O)n3ccnc3)CC2)cc1	-1.3	-1	-3	1	-3	-3	5	-1	13	.
64	CCCNC(=O)N(C)C[C@H]1Oc2ncc(Br)cc2C(=O)N([C@H](C)CO)C[C@H]1C	.	.	0	.	-2	4	.	-2	.	.
